# Screening results as filed in PubChem BioAssay.
# PTHR1 ag – PTHR1 (human) receptor agonism; Q03431; HEK293 GP2 PTHR1 cells, GloSensor cAMP luminescence, 1 h; Potency, µM (series often up to 115 µM), without a hit: at the highest dose activation, usual class: activators; 0.075% of 410,000 active; AID 743266; note: potency is the fitted concentration of half-maximal effect; nearly all actives have a fitted effect of over 55% in size; some results filed as inactive show a strong effect at the top dose; inactives centre near -15; many of its hits are not listed in these tables
#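 HEK-293-derived GP2 cells expressing PTHR1 and a GloSensor cAMP reporter, 3,000/well, plated overnight, given luciferin plus IBMX (each 0.5 mM as added) for 1 h at 37 °C, then compound for 1 h at 37 °C. Luminescence was read after 15 min at room temperature.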
# pAkt inh – blocks phosphorylation of Akt; Neuro2A IGF-stimulated pAkt S473 HTRF, 20 min; active compounds read low; activity change, % for hits at 50 µM; 0.32% of 360,000 active; AID 651550; in the data active = activity change below about -80%; inconclusive = mostly about -51% to -80%; note: % is set by controls: 0 for no effect and ±100 for the full control effect
#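 Single-point screen (50 µM final compound) in Neuro2A cells stimulated 20 min with 6 nM IGF at 37 deg C. After lysis, Ser473-phosphorylated Akt read by HTRF (ex 330 nm, em 615/665 nm) as the 665/615 ratio.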
# Abeta yeast res – compounds reversing amyloid beta toxicity in yeast. 0.063% of 410,000 active. Potency, µM (series often up to 46.1 µM), for inactives: at the highest dose growth rescue, actives largely listed as activators. AID 1347071. yeast expressing A-beta42, growth rescue, OD600, 48 h; response scale: 0% DMSO, 100% iron-clioquinol control; note: potency is the fitted concentration of half-maximal effect; nearly all actives have a fitted effect of over 55% in size
#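 Yeast growth medium received pinned compounds, then yeast cells expressing toxic A-beta were added; plates incubated at 30 C for 48 hr. Growth read as absorbance at 600 nm, normalized to DMSO and equimolar FeCl3 plus clioquinol controls.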
# TDP-43 yeast inh – inhibitors of TDP-43 toxicity in yeast | Potency, µM (top dose mostly 46.1 µM), inactives show top-dose growth rescue (activation), actives largely listed as activators | AID 652104 | TDP-43 expressing yeast growth rescue, BacTiter-Glo, 24 h | 1.8% of 410,000 active; note: potency is the fitted concentration of half-maximal effect; % of control where 0% means no effect; nearly all actives have a fitted effect of over 50% in size
#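 Growth rescue of TDP-43-toxic yeast measured as ATP luminescence (BacTiter-Glo). Cells grown to mid-log in raffinose, induced in galactose at OD600=0.02, exposed to compound 24 hr at 30 deg C.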
# DRD3 antagonist – blocks the human D3 dopamine receptor. 2.5% of 360,000 active. D3R cells, DiscoveRx beta-arrestin luminescence, antagonist mode; active compounds read low. max response, negative = inhibition, %; in the data active = max response below about -50%; inconclusive = no clear call, values can overlap the other calls; note: % is set by controls: 0 for no effect and ±100 for the full control effect; mostly tested at two doses, the higher about 12 µM
# Target sequence (P35462 whole entry, looked up): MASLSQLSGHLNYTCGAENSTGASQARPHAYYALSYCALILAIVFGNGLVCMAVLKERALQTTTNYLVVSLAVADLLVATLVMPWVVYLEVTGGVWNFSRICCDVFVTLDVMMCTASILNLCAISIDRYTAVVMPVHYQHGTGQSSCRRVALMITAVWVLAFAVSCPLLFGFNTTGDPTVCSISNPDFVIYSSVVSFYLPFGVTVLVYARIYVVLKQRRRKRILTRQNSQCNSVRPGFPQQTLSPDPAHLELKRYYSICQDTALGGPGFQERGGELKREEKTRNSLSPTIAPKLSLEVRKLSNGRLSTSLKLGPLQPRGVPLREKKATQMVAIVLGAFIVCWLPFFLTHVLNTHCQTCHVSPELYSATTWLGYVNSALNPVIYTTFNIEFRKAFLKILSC
#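 Cells plated overnight at 1500 cells/well, then exposed to library compounds with dopamine controls for 90 minutes at 37 degrees C. DiscoveRx reagent added for 30–60 minutes at room temperature; luminescence read, quantitative HTS format.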
# GLP1R inv ag – acts as inverse agonist at human GLP-1 receptor | P43220 | HEK293 GLP-1R CRE-luciferase, luminescence, 24 h; GLP-1R form is constitutively active | Potency, µM (top dose mostly 38.3 µM), inactives show at the top dose activity change, negative = inhibition, usual class: inhibitors | 1.6% of 410,000 active; note: potency is the fitted concentration of half-maximal effect; % is set by controls: 0 for no effect and ±100 for the full control effect; nearly all actives have a fitted effect of over 55% in size
# Target sequence (P43220 whole entry, looked up): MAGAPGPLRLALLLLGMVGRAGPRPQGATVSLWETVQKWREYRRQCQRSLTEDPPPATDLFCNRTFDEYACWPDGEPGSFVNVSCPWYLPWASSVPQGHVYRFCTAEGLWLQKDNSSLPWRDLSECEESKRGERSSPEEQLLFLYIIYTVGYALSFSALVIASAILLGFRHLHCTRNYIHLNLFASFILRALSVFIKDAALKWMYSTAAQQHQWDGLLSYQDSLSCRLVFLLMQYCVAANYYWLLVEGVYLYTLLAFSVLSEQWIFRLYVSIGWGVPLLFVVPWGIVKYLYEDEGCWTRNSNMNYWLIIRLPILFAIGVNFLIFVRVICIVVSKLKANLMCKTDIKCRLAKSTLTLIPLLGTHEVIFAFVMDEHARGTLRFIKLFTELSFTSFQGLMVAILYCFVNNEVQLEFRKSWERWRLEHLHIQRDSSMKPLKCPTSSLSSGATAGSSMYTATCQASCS
#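 HEK293 cells stably co-expressing constitutively active GLP-1R and a cAMP-responsive luciferase reporter were seeded in DMEM with 10% Nu serum, given compounds after 12 h, and incubated 24 h at 37 deg C. Luminescence was then read.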
# aSyn rescue – alpha-synuclein toxicity inhibition in yeast | Yeast expressing alpha-synuclein, growth rescue, BacTiter-Glo, 24 h | Potency, µM (top dose mostly 46.1 µM), for the others: at the highest dose growth rescue (activation), usual class: activators | AID 652106 | 0.14% of 370,000 active; note: potency is the fitted concentration of half-maximal effect; % of control where 0% means no effect; nearly all actives have a fitted effect of over 65% in size
#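 Galactose-induced alpha-syn yeast (OD600=0.02, raffinose-pregrown) + pinned cpd, 24 hr, 30 deg C; growth by BacTiter-Glo luminescence. Growth restoration scores as activation.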
# FUS suppressor – FUS proteinopathy suppression in yeast; S. cerevisiae FUS-expressing, growth rescue, OD600, 24 h; Potency, µM (highest dose often 76.6 µM), without a hit: at the highest dose growth rescue (activation), usual class: activators; 0.24% of 390,000 active; AID 1347120;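 note: potency is the fitted concentration of half-maximal effect; plate controls were DMSO vehicle for no effect and reference control for full effect; nearly all actives have a fitted effect of over 55% in size; some results filed as inactive show a strong effect at the top dose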
#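 FUS-expressing yeast, raffinose-pregrown, induced in 2% galactose minimal medium at OD 0.005; compounds in a dilution series, 24hr at 30C. Growth restoration read as absorbance at 600 nm. CP55940 positive control, DMSO negative.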
# GLP1R ag – activates the human GLP-1 receptor | Potency, µM (top dose mostly 45.6 µM), without a hit: at the top dose activation, hits mostly activators | HEK293 GLP-1R CRE-luciferase, luminescence, 4-6 h; cells express a hypersensitive GLP-1R form | P43220 | 0.007% of 380,000 active; note: potency is the fitted concentration of half-maximal effect; % of control where 0% means no effect
# Starred values were filed as active, the others as inactive; i = inactive; ? = inconclusive; . = not tested or not shown; [ ] = remark or other dose. Unless noted, calls come from the whole dose curve; as a rule, active = well fitted curve in the direction sought with a large enough effect; inconclusive = small, poorly fitted or top-dose-only effect, or another doubt; inactive = no such curve, though single readings can be large; an effect the other way counts as inactive or inconclusive. A portion of the library; rates above refer to the full screens.
SMILES,PTHR1 ag,pAkt inh,Abeta yeast res,TDP-43 yeast inh,DRD3 antagonist,GLP1R inv ag,aSyn rescue,FUS suppressor,GLP1R ag
O=C(CN1C(=O)c2ccccc2S1(=O)=O)Nc1ccc([N+](=O)[O-])cc1,-28%,i,-9%,9%,-15,4%,5%,.,-1%
CCCCOC(=O)Nc1nnc(SCCOc2ccc(C)cc2)s1,i,i,9%,-4%,12,0%,1%,.,-4%
O=C(O)C(=Cc1cccc([N+](=O)[O-])c1)c1ccccc1,i,i,11%,12%,23,13%,0%,-3%,-3%
CSc1ccc(CNCCCSc2ncccn2)cc1,10%,i,24%,-12%,?,35%[activator],-1%,14%,7%
CCOc1cc(S(=O)(=O)Nc2ccccn2)ccc1F,i,i,0%,16%,16,2%,1%,-1%,-2%
O=C(COc1ccccc1[N+](=O)[O-])N/N=C/c1ccc(O)cc1,i,i,1%,-12%,?,22%,-10%,.,2%
Cc1ccc(C(=O)O/N=C/c2c(N3CCOCC3)n(C)c3ccccc23)cc1,-18%,i,-26%,-23%,46,?,9%,22%,5%
O=c1[nH]c2ccccc2cc1CN(Cc1ccco1)S(=O)(=O)c1ccccc1,-40%[inhibitor],i,-4%,-6%,5,?,5%,1%,6%
COc1ccc(NCc2ccc(OC)c(Cn3ccnc3)c2)c(OC)c1,-24%,i,-4%,18%,72,-1%,5%,3%,4%
CCS(=O)(=O)Nc1c(C(=O)O)[nH]c2ccccc12,-1%,i,-10%,1%,-19,17%,-3%,.,0%
O=C(Cc1ccccc1)NN1C(=O)C2C3C=CC(C4CC34)C2C1=O (stereo not given),i,i,4%,4%,-14,-3%,4%,.,-20%
CCn1ncc(Br)c1C(=O)Nc1sc2c(c1C(N)=O)CCC2,29%[57.5 µM],i,-12%,-22%,-14,5%,0%,16%,11%
CC(=O)c1cc(C#N)c(N2CCOCC2)nc1C,-14%,i,-2%,-8%,2,4%,-3%,10%,16%
COc1cccc(N(C(=O)Cn2nnc(-c3ccc(C)o3)n2)C(C(=O)NC(C)(C)C)c2cccs2)c1 (stereo not given),-1%[57.5 µM],i,9%,2%,-7,-27%,-1%,10%,-5%
Cc1ccc(-n2ncc(C(=O)N3CCN(C4CCCCC4)CC3)c2C2CCN(C(=O)OC(C)(C)C)CC2)cc1,i,.,-8%,15%,.,11%,.,-1%,.
O=C(COc1ccc(F)cc1)NCCc1nc2ccccc2[nH]1,-6%,.,-9%,20%,.,41%[activator],-6%,-12%,.
CCCCc1c(-c2cccc(Cl)c2)ncn1CCc1ccccc1OC,-42%[inhibitor],i,12%,23%,32,?,-11%,21%,-1%
O=C(CCc1nc2ccccc2s1)OCc1ccccc1,-15%,i,4%,25%,20,17%,3%,-1%,0%
CCc1ccc(CNC(=O)c2c(C)oc3ncnc(N4CCOCC4)c23)cc1,-89%[inhibitor],.,-6%,-6%,.,8%,.,4%,.
COc1ccc(S(=O)(=O)N(C(C)=O)c2ccc(OC(C)=O)c3ccccc23)cc1[N+](=O)[O-],-17%,i,-19%,0%,-17,-32%,19%,-3%,-5%
Cc1cccc(C(=O)NC2(C(F)(F)F)N=C(c3ccccc3)N(Cc3ccccc3)C2=O)c1 (stereo not given),i,.,-11%,-21%,.,?,.,11%,-3%
COc1ccc(NC2CCCN(C(=O)c3csc(C)n3)C2)cc1 (stereo not given),0%,i,10%,8%,-18,11%,1%,.,0%
Cc1nn(C)c(C(=O)Nc2ccc(Cl)c([N+](=O)[O-])c2)c1Cl,i,i,-1%,0%,-18,18%,-5%,.,2%
COc1ccc(-c2noc(CSc3nnc(-c4ccncc4)n3-c3ccc(C)c(C)c3)n2)cc1,i,.,-10%,10%,.,-10%,.,37%,.
CC(NC(=O)C(C)(C)C)C(c1cccs1)N1CCOCC1 (stereo not given),i,i,10%,-14%,2,-1%,-1%,3%,8%
O=C(Nc1ccc(F)c(Cl)c1)C1CCN(c2ncnc3c2nc2n3CCCCC2)CC1,-26%,i,-21%,-13%,-14,-29%,-3%,-14%,-5%
O=C(CCn1cnc2ccccc21)N/N=C/c1ccc(O)cc1,i,i,-2%,-11%[0.397 µM],12,6%,-10%,12%,11%
COc1cccc(NC(=O)C2c3cc(OC)c(OC)cc3C(=O)N(C)C2c2cccnc2)c1 (stereo not given),i,i,-6%,19%,-19,0%,5%,13%,10%
N#C/C(=C/c1cccs1)c1nc2ccccc2[nH]1,-25%,i,-11%,-8%,-3,23%,-1%,-5%,13%
Nc1nn(-c2ccccc2Cl)cc1-c1nn[nH]n1,-23%,i,1%,-4%,7,-6%,1%,2%,-3%

# Pulled by structure from above:
SMILES,PTHR1 ag,pAkt inh,Abeta yeast res,TDP-43 yeast inh,DRD3 antagonist,GLP1R inv ag,aSyn rescue,FUS suppressor,GLP1R ag
Cc1nn(C)c(C(=O)Nc2ccc(Cl)c([N+](=O)[O-])c2)c1Cl,i,i,-1%,0%,-18,18%,-5%,.,2%
O=C(CCn1cnc2ccccc21)N/N=C/c1ccc(O)cc1,i,i,-2%,-11%[0.397 µM],12,6%,-10%,12%,11%

# (listing goes on)
SMILES,PTHR1 ag,pAkt inh,Abeta yeast res,TDP-43 yeast inh,DRD3 antagonist,GLP1R inv ag,aSyn rescue,FUS suppressor,GLP1R ag
Cc1ccc2c(c1)N(CC(=O)c1cccc(Cl)c1)C(=O)C(C)O2 (stereo not given),i,i,-6%,25%,13,-16%,10%,.,0%
CN1C(=S)SC(C)(C)C1NO (stereo not given),1%[57.5 µM],i,-19%,-10%,7,0%,-2%,23%,4%
COc1ccccc1Cc1c(-c2ccco2)nc2ccc(Br)cn12,-13%,i,-73%[inhibitor],?,0,-20%,1%,3%,2%
C=Cc1ccc(Cn2c(=O)cc(C)c3c(C)nn(-c4ccccc4)c32)cc1,10%,.,-6%,3%,.,-3%,.,-20%,.
COC(=O)c1cccc(Nc2c3c(nc4ccccc24)CCC3)c1,-31%[inhibitor],i,5%,6%,-17,7.9µM*,1%,8%,14%
COC(=O)c1ccc(COC(=O)CNC(=O)CNC(=O)c2ccc(OC)cc2)cc1,i,i,2%,-3%,6,8%,-2%,7%,2%
Cc1cc(C(=O)Nc2cccc3c2O[C@H](CN(C)CC2CC2)[C@@H](C)CN([C@H](C)CO)C3=O)n(C)n1,i,i,9%,7%,41,19%,0%,-9%,-2%
O=C(NCc1ccco1)C1CCCN1C(=O)Nc1ccccc1Cl (stereo not given),-18%,i,-9%,0%,2,19%,0%,-11%,-1%
O=C(CCc1ccccc1)N(Cc1cccnc1)c1nc2c(F)cccc2s1,-25%,.,-2%,16µM*,.,?,.,26%,.
O=C(NC(=S)Nc1cccc(Cl)c1N1CCCCC1)c1ccco1,-16%,i,5%,-1%,9,-23%,-4%,-3%,4%
O[C@H]1C[C@H](c2ccc(Cl)cc2)N(CC2CCCCC2)C[C@@H]1n1cc(C2CC2)nn1,-31%[inhibitor],i,6%,-11%,4,10µM*,12%,31%,-4%
CN1CCN(C(=O)CCS(=O)(=O)c2cc3c(cc2Cl)NC(=O)CO3)CC1,5%,i,-10%,12%,6,14%,1%,-10%,-5%
COCCCNC(=O)CSc1nc(-c2ccc(OC)cc2)[nH]c1-c1ccc(OC)cc1,?,.,-32%,-11%,.,-7%,.,2%,.
COCCNCc1ccccc1,-5%[57.5 µM],.,4%,-10%,13,1%,-4%,7%,2%
COc1ccc(CCN=C(N)NS(=O)(=O)c2ccc(C)cc2)cc1,-3%,i,-2%,-1%,0,2%,-3%,.,3%

# Continued; the last 6 above are carried over.
SMILES,PTHR1 ag,pAkt inh,Abeta yeast res,TDP-43 yeast inh,DRD3 antagonist,GLP1R inv ag,aSyn rescue,FUS suppressor,GLP1R ag
O=C(NC(=S)Nc1cccc(Cl)c1N1CCCCC1)c1ccco1,-16%,i,5%,-1%,9,-23%,-4%,-3%,4%
O[C@H]1C[C@H](c2ccc(Cl)cc2)N(CC2CCCCC2)C[C@@H]1n1cc(C2CC2)nn1,-31%[inhibitor],i,6%,-11%,4,10µM*,12%,31%,-4%
CN1CCN(C(=O)CCS(=O)(=O)c2cc3c(cc2Cl)NC(=O)CO3)CC1,5%,i,-10%,12%,6,14%,1%,-10%,-5%
COCCCNC(=O)CSc1nc(-c2ccc(OC)cc2)[nH]c1-c1ccc(OC)cc1,?,.,-32%,-11%,.,-7%,.,2%,.
COCCNCc1ccccc1,-5%[57.5 µM],.,4%,-10%,13,1%,-4%,7%,2%
COc1ccc(CCN=C(N)NS(=O)(=O)c2ccc(C)cc2)cc1,-3%,i,-2%,-1%,0,2%,-3%,.,3%
CC1CCCC(NCC(=O)Nc2ccc(C(N)=O)cc2)C1C (stereo not given),i,i,0%,17%,6,-14%,2%,-10%,4%
CSc1nc(-c2ccc(Cl)cc2Cl)[nH]c(=O)c1C#N,i,i,18%,-34%[inhibitor],5,?,-4%,.,-3%
O=C(CSc1n[nH]c(=O)[nH]c1=O)Nc1ccc(SC(F)F)cc1,i,i,6%,14%,6,-8%,-1%,17%,-2%
O=C(N/N=C/c1ccco1)c1cc(-c2cccc(Br)c2)nc2ccccc12,-29%,i,3%,?,22,7%,-7%,24%,1%
Cc1ccc(S(=O)(=O)CCC(=O)N(C)C2CCCCC2)cc1,i,i,-6%,14%,-29,1%,1%,.,-2%
C=CCOc1ccc(/C=N/N2C(=O)C(CC(=O)Nc3ccc(F)cc3F)SC2=NC)cc1 (stereo not given),i,i,24%,20%,-13,-4%,3%,11%,0%
CCc1nc(SCC(=O)Nc2cc(C)on2)c2c(C)c(C)sc2n1,-25%[57.5 µM],i,2%,1%,?,3%,2%,-14%,-9%
